# High-throughput results: PubChem BioAssay, The Scripps Research Institute Molecular Screening Center
# OXTR potentiate: potentiators of human oxytocin receptor; P30559; CHO-OTR cells, Fluo-8 calcium fluorescence, potentiator mode; 0% = oxytocin EC15, 100% = EC100; activation, % at 3 µM; 320,000 tested, 0.061% active;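 active means activation above that plate's cutoff, the mean activation of tested compounds plus 3 SD, cut at about 6.6% in these data, passing the limit was not always enough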;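 further: 100% uses oxytocin at 75 nM as the full agonist control; some results filed as inactive read as strong as hits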
# Target sequence (P30559 whole entry, looked up): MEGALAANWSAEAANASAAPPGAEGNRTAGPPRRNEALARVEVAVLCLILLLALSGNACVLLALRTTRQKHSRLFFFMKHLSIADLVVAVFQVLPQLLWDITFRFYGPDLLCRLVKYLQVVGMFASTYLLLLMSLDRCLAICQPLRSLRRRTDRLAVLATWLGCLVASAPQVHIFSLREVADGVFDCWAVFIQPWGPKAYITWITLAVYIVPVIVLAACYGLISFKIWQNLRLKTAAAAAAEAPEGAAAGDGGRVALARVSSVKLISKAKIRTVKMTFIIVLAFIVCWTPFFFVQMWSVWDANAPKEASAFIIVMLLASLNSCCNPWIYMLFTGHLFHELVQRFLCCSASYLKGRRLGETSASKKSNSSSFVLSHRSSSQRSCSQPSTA
#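 assay system = CHO-OTR cells, human receptor | schedule = compound 6 min at room temperature before oxytocin, 100 s read | detection = Fluo-8 intracellular calcium fluorescence, ex 470-495, em 515-575 nm | evaluation = normalized max/min fluorescence ratio, % activation | control set = EC15 oxytocin alone as 0%, 75 nM oxytocin (EC100) as 100%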
# M1 PAM: human CHRM1 positive allosteric modulation. P11229. CHO-K1 hM1, Fluo-8 calcium fluorescence, ACh EC20; 0% = ACh EC20, 100% = maximal ACh. activation, % at 3 µM. 360,000 tested, 0.088% active; in the data active means activation above about 19%, passing the limit was not always enough
# Target sequence (P11229 whole entry, looked up): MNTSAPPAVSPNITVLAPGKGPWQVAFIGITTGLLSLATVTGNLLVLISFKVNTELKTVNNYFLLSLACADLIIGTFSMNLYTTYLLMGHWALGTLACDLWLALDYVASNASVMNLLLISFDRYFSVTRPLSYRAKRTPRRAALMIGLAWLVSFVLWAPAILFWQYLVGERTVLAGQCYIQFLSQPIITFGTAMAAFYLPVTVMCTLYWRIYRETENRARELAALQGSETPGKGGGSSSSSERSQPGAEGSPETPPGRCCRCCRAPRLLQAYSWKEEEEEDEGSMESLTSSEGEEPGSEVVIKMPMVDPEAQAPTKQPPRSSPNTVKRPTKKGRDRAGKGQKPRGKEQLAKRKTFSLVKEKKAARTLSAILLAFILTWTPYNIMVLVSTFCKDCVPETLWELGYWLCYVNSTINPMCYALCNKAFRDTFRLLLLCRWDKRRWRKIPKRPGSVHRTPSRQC
# M4 antag: antagonists of human muscarinic M4 receptor (CHRM4) | 360,000 tested, 0.73% active | inhibition, % at 3 µM | CHO-hM4 cells, ACh EC80, Fluo-8 calcium fluorescence | P08173;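 active means inhibition above its plate's cutoff, the mean inhibition of sample wells plus 3 SD, cut at about 27% in these data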;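 further: 0% = acetylcholine EC80 with DMSO and 100% = DMSO without agonist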
# CHRM4 agonist: CHRM4 agonism in calcium assay; AID 624127; CHO-K1 hM4/Gqi5, Fluo-8 calcium fluorescence; vehicle 0%, full acetylcholine response 100%; 360,000 tested, 0.14% active; P08173; activation, % at 3 µM;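 active means activation above the run mean over all test wells plus 3 SD, cut at about 32% in these data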;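 further: peak over basal fluorescence ratio per well then scaled between controls; 0% = DMSO wells and 100% = acetylcholine at EC100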
# M1 ag: agonists of human M1 muscarinic receptor; 360,000 tested, 0.33% active; AID 588814; activation, % at 3 µM; P11229; CHO-K1 hM1, Fluo-8 calcium fluorescence, agonist mode; 0% DMSO, 100% acetylcholine EC100;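 active means activation above the run's mean compound activation plus 3 SD, cut at about 16% in these data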;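 further: peak over basal fluorescence ratio within a 140 s kinetic read after compound addition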
# CHO parental Ca: signal in parental CHO cells, OX1R antagonist counter-screen | parental CHO-K1, ATP-induced calcium, Fluo-8 fluorescence | inhibition, % at 5.6 µM | 330,000 tested, 0.63% active;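 active means inhibition above that plate's mean sample inhibition plus 3 SD, cut at about 26% in these data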;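 further: 0% = ATP-challenged DMSO wells and 100% = DMSO wells without ATP; some compounds past the cut are filed as inactive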
#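 Material: Parental CHO cells | Reagent: ATP | Compound dosing: Single nominal dose of 5.6 µM per compound | Detection: Intracellular calcium via Fluo-8 no-wash fluorescent dye | Read-out: % inhibition of ATP-induced calcium mobilization | Benchmarks: Low control ATP plus DMSO, high control DMSO only | Replicates: Singlicate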
# CHO-K1 Ca antag: counter-screen for M1 antagonists: effect in parental CHO-K1 cells; ATP-induced calcium, Fluo-8 fluorescence; inhibition, % at 3 µM; 360,000 tested, 0.6% active;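 active means inhibition above a per-plate cutoff, the plate's mean sample inhibition plus 3 SD, cut at about 24% in these data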;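 further: 0% = DMSO plus EC80 ATP and 100% = DMSO alone without ATP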
# M1 ag parental: nonselective activator or artifact in parental CHO-K1 cells; activation, % at 3 µM; 360,000 tested, 0.48% active; AID 602248; Fluo-8 calcium fluorescence; scaled to maximal ATP response, vehicle zero; in the data active means activation above about 15%;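 further: untransfected CHO-K1 host cells lacking M1 receptor as counterscreen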
# M1 antag: antagonists of human M1 muscarinic receptor; CHO-K1 hM1, Fluo-8 calcium fluorescence, ACh EC80 antagonist; inhibition, % at 3 µM; 360,000 tested, 1.3% active;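 active means percent inhibition above its own plate's cutoff, namely the mean of that plate's compound wells plus 3 SD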;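 further: peak over basal fluorescence ratio during 140 s after agonist addition; 0% = ACh EC80 plus DMSO and 100% = DMSO alone without agonist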
# Numbers without * were called inactive; · = no result given. The list is partial; the hit share may differ from the screen's.
SMILES,OXTR potentiate,M1 PAM,M4 antag,CHRM4 agonist,M1 ag,CHO parental Ca,CHO-K1 Ca antag,M1 ag parental,M1 antag
CCC(C)n1c(O)c(C=NCCN2CCOCC2)c(=O)[nH]c1=S (configuration not stated),1,3,-3,11,-3,-11,-3,3.6,16
CN1CCN(C(=O)COc2ccc3ccccc3c2Br)CC1,-2,0,-2,0,-8,-6,-3,-0.3,1
NS(=O)(=O)c1ccc(N=Cc2c(O)n(-c3ccccc3)c(=O)[nH]c2=O)cc1,-6,-6,3,1,-6,-1,-14,0.4,6
Cc1ccccc1-n1c(O)c(C=NCCN2CCOCC2)c(=O)[nH]c1=O,0,9,1,0,1,-6,16,-0.2,-11
CCCCOc1nc2ccccc2c(=O)n1-c1ccccc1,-4,-1,-8,-3,-9,-24,-8,0.2,4
O=P(NS(=O)(=O)c1ccccc1)(Oc1ccccc1)Oc1ccccc1,-4,10,5,0,-5,-9,-10,-0.1,-8
O=P(Nc1cccnc1)(Oc1ccccc1)Oc1ccccc1,-5,-8,-4,7,-6,-1,17,3.1,5
N#CC12CC(=O)N1Cc1cnnn1-c1ccccc12 (configuration not stated),·,10,-14,1,-1,·,7,0.6,-12
CCOC(=O)C1CN(C)CCC1=O (configuration not stated),-5,-7,5,0,-3,-12,8,-0.2,20
O=C(O)c1nonc1-c1nonc1C(=O)O,6,9,13,1,-4,1,-8,0.5,-6
Cc1cccc(-n2c(CN3C(=O)c4ccccc4C3=O)nc3ccccc3c2=O)n1,0,0,3,0,-4,5,-2,0.2,8
CC[n+]1c(/C=C/N(C)c2ccccc2)sc2ccc(Cl)cc21,0,-33,9,0,-7,-21,3,-0.5,64*
CCOC(=O)c1ccccc1N,-2,0,0,-1,-3,-7,-2,-0.2,-11
C[N+]12CCC(CC1)C(=C(c1ccccc1)c1ccccc1)C2,0,-25,97*,1,-7,-3,-9,0.2,98*
COc1cc(CC(=O)N2C[C@H]3C[C@@H](C2)c2cccc(=O)n2C3)cc(OC)c1OC,2,9,-9,1,-3,-3,-14,0.2,-11
COC(=O)C1=C(c2ccc(F)cc2F)C[C@@H]2CC[C@H]1N2C(=O)N1CCC(O)(c2ccc(Cl)cc2)CC1,1,-4,6,-1,-7,-34,7,-1.1,9
CN(C)CC#CCOCCOCCC#N,-10,7,5,1,4,13,-10,3.2,-7
O=C(c1ccc2c3c(cccc13)CC2)C1CCCN(CC2CC2)C1 (configuration not stated),-7,-5,5,2,-13,-11,0,1.4,0
Cc1cccc(NP(C)(=O)c2nc3c(s2)CCCC3)c1 (configuration not stated),0,8,3,0,-7,0,-6,0.6,2
CCCCNc1ccncc1S(=O)(=O)NC(=O)NC(C)C,-8,3,8,1,-2,-15,-10,0.4,-12
COC(=O)C1=C(c2ccccc2)C[C@@H]2CC[C@H]1N2C(=O)NC1CCCCC1,1,5,-8,4,-11,-18,3,-0.3,-4
CSc1nnc([C@@H](N)Cc2c[nH]c3ccccc23)o1,-23,2,-7,2,-2,-12,-8,0.5,-3
CC(C)OP(=O)(Oc1ccc(C(O)C(Cl)(Cl)Cl)cc1)OC(C)C (configuration not stated),-10,8,8,7,3,-13,-6,4.0,-6
Cc1cccc(NP(=O)(Oc2ccccc2F)Oc2ccccc2F)c1C,-9,-10,8,12,-5,47*,-5,6.8,13
COc1ccc(-n2c(/C=C/c3ccc(O)cc3)nc3ccccc3c2=O)cc1,-4,-3,7,10,-3,-6,7,4.1,8
CCCCn1c(O)c(/C=N/NC(=O)c2ccncc2)c(=O)[nH]c1=O,-10,7,-1,-1,-2,-8,-4,0.3,-13
CCCCCCC(=O)N/N=C/c1c(O)n(CCc2ccccc2)c(=O)[nH]c1=O,-5,6,-11,1,-1,-42,-18,-0.1,-8
CCC(C)n1c(O)c(C=NCC2CCCO2)c(=O)[nH]c1=S (configuration not stated),2,23,0,6,-5,-19,-9,1.0,-26
COC(=O)[C@@H]1N=C(c2ccc(OC)cc2)O[C@]12C(=O)N(Cc1ccc(OC)cc1)c1ccccc12,·,·,-7,2,·,·,12,0.1,·
CC(NCC#Cc1ccccc1)C(O)c1ccccc1 (configuration not stated),1,-3,-2,3,-6,-8,-19,1.0,4
CC1(C)CC(=O)C(C=NCCN2CCN(C(=O)Cc3ccc(Cl)cc3)CC2)=C(O)C1,2,9,5,0,-6,-2,-11,0.3,-5
O=c1c2ccccc2nc(/C=C/c2ccccn2)n1-c1ccccc1,-2,6,13,0,-1,-13,1,0.2,-2
COC(=O)C(O)(c1ccc(NC(=S)NC(=O)c2ccccc2)cc1)C(F)(F)F (configuration not stated),-7,-2,3,10,1,5,12,1.8,-13
Cc1ccccc1O,3,5,-4,1,-2,-4,2,0.6,-8
C[C@]12C[C@H](O)[C@@H](O)C[C@@H]1CC[C@@H]1[C@@H]2CC[C@]2(C)C(=O)CC[C@@H]12,·,-6,-8,23,8,·,-4,6.4,0
CC1CCSP(=O)(Oc2ccccc2)O1 (configuration not stated),-3,2,2,0,-3,-6,1,0.6,-3
c1ccc2c(CNC3CCCCCC3)c[nH]c2c1,-9,8,7,3,-4,-13,-5,1.1,-11
O=C1C2CCCC1C(N1CCCCC1)CC2 (configuration not stated),·,17,-3,1,-4,·,2,0.7,-18
COc1cc([N+](=O)[O-])c2nc(C)ccc2c1[N+](=O)[O-],·,7,3,0,-6,·,0,-1.0,-10
CC1(C)C2SCC(=O)N2CCN1CC(=O)NN (configuration not stated),2,9,1,1,-1,-9,-10,1.0,-6
COC(=O)C1=C(c2c(C)noc2C)C[C@@H]2CC[C@H]1N2C(=O)NCc1ccc(F)cc1,-2,5,-10,0,-1,-20,-11,-0.3,1
CCCCCn1c(=O)c(C(=O)NCc2ccccc2Cl)c(O)c2ccccc21,-4,1,4,0,-3,-5,-7,0.5,-2
CC(C)CCNC(=O)c1c(N)n(Cc2ccc3c(c2)OCO3)c2nc3ccccc3nc12,-3,4,10,4,-3,-8,-10,2.6,-4
CCCCn1c(O)c(C(C)=NCCN2CCOCC2)c(=O)[nH]c1=O,4,4,0,1,-2,9,-2,-0.1,-10
CCC(=NCc1ccco1)c1c(O)n(-c2ccccc2C)c(=O)[nH]c1=O,-8,9,2,0,-1,-15,-15,1.2,-9
COC(=O)C1=C(c2ccc(OC(F)(F)F)cc2)C[C@@H]2CC[C@H]1N2C(=O)NCCOc1ccccc1Cl,-8,-10,8,2,-4,-21,-10,-0.1,20
COc1cccc(N=Cc2c(O)n(Cc3ccco3)c(=O)[nH]c2=O)c1,-2,7,5,3,-1,-6,-13,0.4,-16
Clc1ccccc1CNCCc1c[nH]c2ccccc12,·,-5,5,1,-3,·,5,1.4,27
Nc1ccc(Cl)cc1C(=O)c1ccccc1,1,6,-1,-2,-11,-15,0,-0.2,-5
COC(=O)C1=C(c2ccccc2OCc2ccccc2)C[C@@H]2CC[C@H]1N2C(=O)NCc1ccc(OC)c(OC)c1,-5,-2,5,12,-6,-31,-11,1.0,10
O=c1[nH]c(=S)n(Cc2ccc(F)cc2)c(O)c1C=NCc1cccnc1,-1,1,-4,1,-2,-20,-8,1.4,-6
O=C1NC(=O)N(c2cccc(Cl)c2)C(=O)/C1=C\c1ccc(Sc2nc3ccccc3[nH]2)o1,-21,-13,6,25,24*,39*,12,27*,9
O=C(CF)NC(Nc1cccc2cccnc12)C(Cl)(Cl)Cl (configuration not stated),-16,3,-14,0,-5,-12,1,0.4,-3
CCOP(=O)(OCC)C1(O)C(=O)Nc2ccc(Br)cc21 (configuration not stated),1,6,1,0,-8,-10,2,-0.3,-5
ClCCN(CCCl)c1ccc(C2=NCCc3ccccc32)cc1,·,-16,7,8,-6,·,-3,4.3,9
O=C(COc1ccccc1)Nc1ccc(Cl)cc1C(=O)c1ccccc1,0,8,-4,0,-5,-21,2,-0.7,-9
CCC(C)c1ccc(N2C(=O)NC(=O)/C(=C/c3cccn3CCOc3ccc(C)cc3)C2=O)cc1 (configuration not stated),-4,15,3,1,-2,-11,12,-0.4,-5
COC(=O)C1=C(c2ccc(F)cc2OCc2ccccc2)C[C@@H]2CC[C@H]1N2C(=O)NCc1ccc(F)cc1,-3,-25,-6,8,-9,-24,-10,0.0,17
CC(C(=O)Nc1ccc(Br)cc1C(=O)c1ccccc1)N1CCOCC1 (configuration not stated),-15,-1,-1,-1,-7,-2,-10,-0.4,5
CCOP(=S)(OCC)N1CC1,·,1,2,1,0,·,-6,0.6,-6

# Carrying on:
SMILES,OXTR potentiate,M1 PAM,M4 antag,CHRM4 agonist,M1 ag,CHO parental Ca,CHO-K1 Ca antag,M1 ag parental,M1 antag
CCOP(=O)(OCC)C(NC(=O)C(C)C)C(Cl)(Cl)Cl (configuration not stated),-5,4,-6,1,-2,-5,-9,0.9,-21
CCOC(=O)c1cc2c(cn1)[C@@H](CCO)NC2,·,8,-7,0,-2,·,-1,0.1,-16
O=Cc1cn(Cc2cccc(F)c2)c2ccccc12,-11,5,-2,1,-8,-5,-10,2.0,-2
C=C1C(=O)OC2CC3(C)OC3CCC(C)=CC(OC(C)=O)C12 (configuration not stated),·,15,-1,1,-2,·,-19,2.0,-20
COc1c(C)cc(C(=O)C2CCCN(Cc3cccc(O)c3)C2)cc1C (configuration not stated),-20,-19,11,3,-5,-10,4,2.5,7
COc1cc2c(cc1OC)C(C)NCC2 (configuration not stated),-6,6,-24,2,-4,-11,-10,0.1,-29
Nc1c(C(=O)NCCN2CCOCC2)c2nc3ccccc3nc2n1Cc1ccco1,-4,9,-2,3,-4,-15,-8,0.3,-12
COc1ccc(-c2[nH]ncc2CNC(C)Cc2ccsc2)c(F)c1 (configuration not stated),-5,5,-5,3,-8,-15,-4,0.9,-13
CN1C(=O)C(=Cc2ccc(N3CCCCCC3)cc2)C(=O)N(C)C1=O,-1,10,3,-1,-7,-16,2,0.4,-7
Cc1ccccc1-n1c(C)cc(/C=C2/C(=O)NC(=O)N(Cc3ccco3)C2=O)c1C,-18,-7,-18,6,-5,-2,14,1.1,4

# Given bar-delimited: part of the list above.
SMILES | OXTR potentiate | M1 PAM | M4 antag | CHRM4 agonist | M1 ag | CHO parental Ca | CHO-K1 Ca antag | M1 ag parental | M1 antag
Nc1c(C(=O)NCCN2CCOCC2)c2nc3ccccc3nc2n1Cc1ccco1 | -4 | 9 | -2 | 3 | -4 | -15 | -8 | 0.3 | -12
COc1ccc(-c2[nH]ncc2CNC(C)Cc2ccsc2)c(F)c1 (configuration not stated) | -5 | 5 | -5 | 3 | -8 | -15 | -4 | 0.9 | -13
CN1C(=O)C(=Cc2ccc(N3CCCCCC3)cc2)C(=O)N(C)C1=O | -1 | 10 | 3 | -1 | -7 | -16 | 2 | 0.4 | -7

# Reformatted with values under each structure: part of the list above.
# Values run as follows: OXTR potentiate, M1 PAM, M4 antag, CHRM4 agonist, M1 ag, CHO parental Ca, CHO-K1 Ca antag, M1 ag parental, M1 antag
- Nc1c(C(=O)NCCN2CCOCC2)c2nc3ccccc3nc2n1Cc1ccco1
 : -4, 9, -2, 3, -4, -15, -8, 0.3, -12
- COc1ccc(-c2[nH]ncc2CNC(C)Cc2ccsc2)c(F)c1 (configuration not stated)
 : -5, 5, -5, 3, -8, -15, -4, 0.9, -13
